Source: PubChem BioAssay
Kir21 block – Kir2.1 (mouse) channel inhibition; B-score at 10 µM; actives 0.85% (n = 310,000); P35561; HEK293-Kir2.1, FluxOR thallium flux fluorescence; hits give low values;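 active = fluorescence ratio B-score at or below minus 3 SD of library scores, with starting-brightness B-score within 2 SD, cut at about -4.2 in these data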;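 note: channel flux triggered by added potassium and thallium sulfate stimulus; B-score of peak minus minimum fluorescence over baseline after thallium stimulus; more negative B-score means stronger Kir2.1 block with less thallium influx; some compounds called inactive have numbers as strong as hits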
KCNQ2 inh – KCNQ2 channel blockers in CHO-K1 cells – cell-based, FluxOR thallium flux, B-score, primary screen (AID 2156); O88943; 20 min; hits give low values; B-score at 10 µM; actives 1.1% (n = 310,000);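 active = fluorescence ratio B-score at most minus 3 library SDs, with starting brightness B-score within 2 library SDs, cut at about -5.5 in these data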
Target sequence (O88943 whole entry, looked up): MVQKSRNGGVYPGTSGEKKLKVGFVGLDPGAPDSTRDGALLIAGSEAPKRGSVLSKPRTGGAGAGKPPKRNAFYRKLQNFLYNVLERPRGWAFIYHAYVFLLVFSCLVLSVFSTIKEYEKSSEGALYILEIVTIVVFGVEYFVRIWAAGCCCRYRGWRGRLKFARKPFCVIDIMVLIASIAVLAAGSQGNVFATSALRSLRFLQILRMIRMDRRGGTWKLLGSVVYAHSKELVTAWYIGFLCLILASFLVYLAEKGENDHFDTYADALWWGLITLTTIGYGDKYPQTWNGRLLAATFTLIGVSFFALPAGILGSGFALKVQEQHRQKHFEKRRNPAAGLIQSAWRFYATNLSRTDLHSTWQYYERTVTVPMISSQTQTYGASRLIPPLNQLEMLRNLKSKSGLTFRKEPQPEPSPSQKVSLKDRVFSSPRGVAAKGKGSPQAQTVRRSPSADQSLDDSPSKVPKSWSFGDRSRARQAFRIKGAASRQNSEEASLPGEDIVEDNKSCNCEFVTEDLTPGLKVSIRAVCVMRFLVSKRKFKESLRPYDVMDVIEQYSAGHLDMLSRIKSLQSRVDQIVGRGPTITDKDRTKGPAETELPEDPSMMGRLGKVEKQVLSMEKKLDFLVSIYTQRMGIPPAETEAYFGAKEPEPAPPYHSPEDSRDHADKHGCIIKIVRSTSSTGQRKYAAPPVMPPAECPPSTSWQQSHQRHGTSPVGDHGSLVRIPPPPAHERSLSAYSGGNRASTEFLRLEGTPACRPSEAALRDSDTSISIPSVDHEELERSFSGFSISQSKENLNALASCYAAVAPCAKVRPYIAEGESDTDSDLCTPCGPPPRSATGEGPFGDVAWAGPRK
Starred values were filed as active, the others as inactive; i = inactive.

Kir21 block	KCNQ2 inh	smiles
0.1	i	O=C1CC(N2CCN(c3ccc(F)cc3)CC2)C(=O)N1Cc1ccc(N2CCCC2=O)cc1 (stereo unspecified)
-1.32	i	O=C1C2CCCN2C(=S)N1c1ccccc1 (stereo unspecified)
-2.85	i	CC1CCN(CC2C(=O)O[C@@H]3C[C@@]4(C)CCC[C@H](C)C4=C[C@H]23)CC(C)(C)C1 (stereo partly specified)
0.54	i	CCN(CC)c1ccc(O)c(C=Nc2ccc(C)c(C)c2)c1
0.08	i	C=CCn1c(SCC(=O)c2ccc(O)c(O)c2)nnc1-c1ccccc1OC
2.81	i	COc1ccc(N/C(=N/c2nc(C)cc(C)n2)NC(=O)Nc2ccc(Cl)c(Cl)c2)c(OC)c1
1.07	i	COc1cccc(/C=C/c2ccc3ccccc3n2)c1OC(C)=O
-2.06	i	CCOC(=O)N1CCN(C(=O)C2CCN(Cc3ccc(O)c(OCC)c3)CC2)CC1
-0.41	i	NS(=O)(=O)c1ccc(CCNS(=O)(=O)c2cccs2)cc1
-0.02	i	CC(SCc1cc(=O)n2c([nH]c3ccccc32)c1C#N)C(=O)O (stereo unspecified)
0.77	i	O=C(CC1C(=O)NCCN1Cc1ccc(-c2ccccc2)cc1)NCc1ccncc1 (stereo unspecified)
-1.19	i	O=c1cc(CSc2nnc(COc3ccccc3)n2-c2ccccc2)c2ccccc2[nH]1
0.09	i	O=C(COC(=O)c1ccccc1Cl)NC(=O)NCc1ccccc1
-1.13	i	Cc1ccc(-c2nc(C#N)c(NCCc3ccccn3)o2)cc1
0	i	CC[N+](CC)(CC)C/C(N)=N/O
0.14	i	C(=N\N1CCN(Cc2ccccc2)CC1)/c1ccccc1
2.25	i	O=C(Nc1ccc2c(c1)OCCO2)c1ccc(Br)s1
-0.75	i	CCCCn1c(N)c(N(CC(C)C)C(=O)C2CCN(S(=O)(=O)c3ccc(F)cc3)CC2)c(=O)[nH]c1=O
1.44	i	O=C(c1ccco1)N1CCN(C(=O)C2c3ccccc3Oc3ccccc32)CC1
-0.67	i	Cc1cc(OCC(=O)N2CCOCC2)ccc1[N+](=O)[O-]
-1.24	i	COc1ccc(N(CC(=O)NC(C)C)C(=O)CCC(=O)Nc2ccccn2)cc1
0.93	i	Cc1ccc(NC(=O)c2cc(-c3ccc(C)c(C)c3O)n[nH]2)cc1C
-11*	i	CN1CCC(Oc2ccccc2Sc2ccc(C(F)(F)F)cc2)CC1
-0.22	i	CCOC(=O)c1ccc2c(c1)n(CC)c(/C=C/Nc1ccccc1)[n+]2CC

Pulled by compound from above, 2 records:
Kir21 block	KCNQ2 inh	smiles
0	i	CC[N+](CC)(CC)C/C(N)=N/O
0.93	i	Cc1ccc(NC(=O)c2cc(-c3ccc(C)c(C)c3O)n[nH]2)cc1C

The list continues.
Kir21 block	KCNQ2 inh	smiles
-3.55	i	COc1cc2[nH]c(=O)n(CCC(=O)N3CCC(N4CCCCC4)CC3)c(=O)c2cc1OC
0.53	i	O=C(N1CCN(c2ccccn2)CC1)C(Cl)(Cl)Cl
-0.14	i	O=C(CCC(=O)c1cccs1)Nc1nnc(C2CC2)s1
-0.7	i	COc1ccc(C2C(C(C)=O)=C(C)N=c3s/c(=C/c4ccc5c(c4)OCO5)c(=O)n32)cc1 (stereo unspecified)
-0.89	i	CC(C)CC(NS(=O)(=O)c1ccccc1S(=O)(=O)NC(CC(C)C)C(=O)O)C(=O)O (stereo unspecified)
-0.01	i	Cc1nnc(NC(=O)c2nc(S(=O)(=O)Cc3ccccc3)ncc2Cl)s1
-0.29	i	CCN(CC)c1ccc(C2C(C(=O)OCCOC(C)C)=C(C)NC3=C2C(=O)CCC3)cc1 (stereo unspecified)
-0.21	i	O=C(CSc1nnc(C2CC2)n1Cc1ccccc1)N1CCN(S(=O)(=O)c2ccccc2)CC1
0.6	i	Cc1cc(=O)n2[nH]c(SCc3ccccc3Cl)nc2n1
-0.82	i	Cc1oc(-c2ccccc2F)nc1CS(=O)(=O)CC(=O)NCCCN1CC(C)CC(C)C1 (stereo unspecified)
0.84	i	CCCOc1ccc(/C(O)=C2/C(=O)C(=O)N(CCCn3ccnc3)C2c2ccco2)cc1 (stereo unspecified)
-0.32	i	COc1ccc(CN(C(=O)CNC(=O)c2ccco2)C(C(=O)NC2CCCC2)c2ccco2)cc1 (stereo unspecified)
0.34	i	COc1ccc(NC(=S)N2CCC(NC(=O)c3cccc(C)c3)CC2)cc1
1.62	i	Cc1cccc(-n2nc(C)c3c2NC2=C(C(=O)CCC2)C3c2ccccn2)c1 (stereo unspecified)
-0.26	i	COc1ccc2nc(C(F)(F)Cl)c(C#N)c(N)c2c1
1.75	i	Nc1ccc(C(=O)Oc2ccc([N+](=O)[O-])cc2)cc1
-0.77	i	CC(C(=O)Nc1ccccc1C(=O)O)n1c(C(F)(F)F)nc2ccccc21 (stereo unspecified)
-1.42	i	COc1ccc(-n2cnnc2SCC(=O)N2CCN(S(=O)(=O)c3ccccc3)CC2)cc1
0.11	i	CCOC(=O)CNc1ncc([N+](=O)[O-])cc1C#N
-2.54	i	COc1ccc(C)cc1NC(=O)C1CCCN(S(=O)(=O)c2ccc3[nH]c(=O)ccc3c2)C1 (stereo unspecified)
0.08	i	COc1ccc(-c2oc(NC(=O)CSc3ncn[nH]3)c(C#N)c2-c2ccc(OC)cc2)cc1
-1.66	-6.01*	CCN(c1ccccc1)S(=O)(=O)c1cc(C(=O)Nc2ccccc2Cl)ccc1F
0	i	Cc1ccc(C(=O)OCc2nc3ccccc3s2)o1
0.78	i	COc1cccc(/C(C)=N/Nc2ncc(Cl)cc2Cl)c1
-0.96	i	CCS(=O)(=O)N1CCN(Cc2ccccc2OC)CC1
-1.07	i	CNCC(=O)N(CC(C)C)c1c(N)n(CC(C)C)c(=O)[nH]c1=O
-0.19	i	CC1CCCCN1C(=O)NC1CC(=O)N(c2ccc3c(c2)OCCO3)C1 (stereo unspecified)
-1.53	i	O=C(COC(=O)c1ccc2c(=O)n3c(nc2c1)CCC3)Nc1ccc(OC(F)F)cc1
-1.39	i	CCOC(=O)c1c(NC(=O)CCS(=O)(=O)c2ccccc2)sc2c1CCN(C(C)C)C2
-0.05	i	COc1ccccc1C(c1c(N)n(C)c(=O)n(C)c1=O)C(C)[N+](=O)[O-] (stereo unspecified)
1.24	i	O=C(O)CNC(=O)c1ccccc1Br
0.1	i	CC(=O)c1ccc(NC(=S)N2CCN(CCO)CC2)cc1
2.29	i	N#CCC(=O)NC1CCC(CC2CCC(NC(=O)CC#N)CC2)CC1 (stereo unspecified)
0.71	i	CNc1nc2ccccc2n1/N=C/c1cccc(OC)c1OC
-3.58	i	CC(=O)Nc1ccc(S(=O)(=O)N2CCN(Cc3cccnc3)CC2)cc1
-1.44	i	COc1ccc(OC)c(S(=O)(=O)n2cccn2)c1
0.07	i	CCN(CC(=O)Nc1c(F)cccc1F)C(=O)c1cc(S(=O)(=O)N(C)C)ccc1N1CCCC1
1.05	i	O=c1sc(N2CCN(c3ccc(F)cc3)CC2)nc2ccsc12
-0.38	i	S=c1[nH]nc(COc2ccc(Cl)cc2)n1C1CCCCC1
0.03	i	Cc1c(Cl)cccc1NC(=O)CNC(=O)c1ccco1
0	i	Cc1cc(C)c2nc(SCC(=O)N(C)C3CCS(=O)(=O)C3)cc(C)c2c1 (stereo unspecified)
-2.03	i	COc1ccccc1C1CN=NC12CCCc1ccccc1C2=O (stereo unspecified)
0.99	i	CCOc1ccc(OCCOC(=O)CN(C)S(=O)(=O)c2ccc(NC(C)=O)cc2)cc1
-0.75	i	COc1cccc(-n2c(C)nn(C)c2=O)c1
0.05	i	C[C@H](NC(=O)C1CCN(S(=O)(=O)c2ccccc2)CC1)C(=O)NCc1ccccn1
0.13	i	O=C(c1cc(Cl)nc2ccccc12)N1CCc2ccccc2C1
0.46	i	O=C(Nc1ccc(S(=O)(=O)N2CCCC2)cc1)C1CCCN1C(=O)c1cccs1 (stereo unspecified)
0.19	i	C/C(Cc1ccccc1)=N\NC(=O)c1ccc(F)cc1

As a working copy, some entries already given:
Kir21 block	KCNQ2 inh	smiles
-1.44	i	COc1ccc(OC)c(S(=O)(=O)n2cccn2)c1
0.07	i	CCN(CC(=O)Nc1c(F)cccc1F)C(=O)c1cc(S(=O)(=O)N(C)C)ccc1N1CCCC1
1.05	i	O=c1sc(N2CCN(c3ccc(F)cc3)CC2)nc2ccsc12
-0.38	i	S=c1[nH]nc(COc2ccc(Cl)cc2)n1C1CCCCC1
0.03	i	Cc1c(Cl)cccc1NC(=O)CNC(=O)c1ccco1
0	i	Cc1cc(C)c2nc(SCC(=O)N(C)C3CCS(=O)(=O)C3)cc(C)c2c1 (stereo unspecified)
-2.03	i	COc1ccccc1C1CN=NC12CCCc1ccccc1C2=O (stereo unspecified)
0.99	i	CCOc1ccc(OCCOC(=O)CN(C)S(=O)(=O)c2ccc(NC(C)=O)cc2)cc1
-0.75	i	COc1cccc(-n2c(C)nn(C)c2=O)c1
0.05	i	C[C@H](NC(=O)C1CCN(S(=O)(=O)c2ccccc2)CC1)C(=O)NCc1ccccn1
0.13	i	O=C(c1cc(Cl)nc2ccccc12)N1CCc2ccccc2C1
0.46	i	O=C(Nc1ccc(S(=O)(=O)N2CCCC2)cc1)C1CCCN1C(=O)c1cccs1 (stereo unspecified)
0.19	i	C/C(Cc1ccccc1)=N\NC(=O)c1ccc(F)cc1

(cont.)
Kir21 block	KCNQ2 inh	smiles
-0.57	i	C=CCn1c(SCC(=O)NC2CC2)nc2sc(CC)cc2c1=O
0.81	i	COC(=O)C1=C(COc2ccc(C=O)cc2OC)NC(=O)NC1c1cc(C)ccc1C (stereo unspecified)
0.17	i	Cc1cc(C)nc(-n2ncc3c2CC(c2ccc(F)cc2)CC3=O)n1 (stereo unspecified)
-4.56*	i	CN(C)CCC(Oc1ccccc1OCc1ccccc1)c1ccccc1 (stereo unspecified)
0.02	i	C/C(=N\NC(=O)CN1CCN(Cc2ccccc2)CC1)c1ccncc1
-0.06	i	COc1cccc(C(=O)NC(=S)Nc2ccc3oc(=O)ccc3c2)c1
0.29	i	Cc1ccc2c(c1Br)/C(=N/N1C(=O)c3ccccc3C1=O)C(=O)N2
0.57	i	COc1cc(-c2cc(C(=O)NN3CCN(C)CC3)c3ccccc3n2)cc(OC)c1OC
1.69	i	COc1ccc(CC(=O)Nc2ccc(C(=O)NC(C)(C)C)cc2)cc1OC
-3.91	i	C=CCn1c(SCC(=O)OCc2ccccc2)nc2c1c(=O)n(C)c(=O)n2C
-0.53	i	COc1ccc(-c2nnc(NC(=O)c3cccs3)s2)c(OC)c1
-1.58	i	Cc1ccc(OC(=O)c2cc(C)nn2C(C)(C)C)cc1
-0.01	i	O=C1CCN(Cc2ccc(Br)cc2)CCN1[C@H](CO)c1ccccc1
0.54	i	CN1C(=O)/C(=C/c2cc(N=Nc3ccccc3)ccc2O)SC1=S
1.69	i	Cc1ccc(-c2n[nH]c(=S)n2/N=C/c2cccs2)cc1
-0.59	i	Clc1ccc(-c2nnc(COc3ncnc4sccc34)o2)cc1
0.55	i	CCCCc1nc(N2CCOCC2)c(C#N)c2c1COC(C)(C)C2
-2.88	i	COc1ccc(N2C(=O)CC(NCc3cccs3)C2=O)cc1 (stereo unspecified)
0.04	i	COc1ccccc1N1CCN(C(=O)c2cccc(NC3=NC4CS(=O)(=O)CC4S3)c2)CC1 (stereo unspecified)
-0.38	i	COc1ccc(-c2nc(CS(=O)CC(=O)NCCC3=CCCCC3)c(C)o2)cc1 (stereo unspecified)
-0.72	i	O=C(/C=C/c1cccs1)N1CCCC1
-0.66	i	COC(=O)[C@@]1(C)CC[C@]2(C)CC[C@@]3(C)C(=CC(=O)C4[C@@]5(C)CC[C@H](O)C(C)(C)[C@@H]5CC[C@]43C)[C@H]2C1 (stereo partly specified)
1.39	i	CC1CCCC(C)N1C(=O)CSc1nnc(-c2cccs2)o1 (stereo unspecified)
-0.28	i	O=C(NCCN1C(=O)C2C3C=CC(C3)C2C1=O)Nc1cccnc1 (stereo unspecified)
-0.13	i	CCOC(=O)COc1ccc2c(=O)cc(-c3ccccc3)oc2c1
0.59	i	CCCCCCOc1ccc(C(CC(=O)NC)C(=O)O)cc1 (stereo unspecified)
0.72	i	NC1=NC2(CCCC2)n2c(nc3ccccc32)N1
0.19	i	CCc1cc2c(N3CCN(C(=O)c4ccco4)CC3)ncnc2s1
0.32	i	COc1ccc(C2=NN(C(C#N)c3ccc(OC)c(OC)c3)C(c3ccccc3)C2)cc1 (stereo unspecified)
-0.11	i	COc1ccc(S(=O)(=O)N(C)c2ccc(C(=O)NCc3ccccn3)cc2)cc1
-0.19	i	Nc1nonc1-n1nnc(C(=O)N/N=C/c2ccc(OCc3ccccc3F)cc2)c1CNc1ccccc1
-1.24	i	CCCC(=O)Nc1ccc(Cl)c(NC(=O)c2cccnc2Cl)c1
-0.51	i	COC(=O)Nc1ccc(S(=O)(=O)N2CCC(C(=O)NC3CCCCC3)CC2)cc1
-0.22	i	CCOC(=O)C1C(=O)OC2(CCOC(C)(C)C2)C1C(=O)OCC (stereo unspecified)
-1.52	i	CCCc1nnc(SCC(=O)Nc2ccc(Cl)cc2Cl)o1
0.06	i	Cc1cc(C)n2ncc(-c3cccc(Br)c3)c2n1
0.27	i	CCOc1ccc2nc(NC(=O)CSCC(=O)Nc3cc(C)on3)sc2c1
